Screening results deposited in PubChem by National Center for Advancing Translational Sciences (NCATS).
TRHR ag: activates the human TRH receptor; actives 0.18% (n = 360,000); P34981; activation, % at 2 µM; TRHR cells, calcium flux fluo-8, FDSS agonist mode; in the data active = activation above about 30%; note: 0% is about no effect
Target sequence (P34981 whole entry, looked up): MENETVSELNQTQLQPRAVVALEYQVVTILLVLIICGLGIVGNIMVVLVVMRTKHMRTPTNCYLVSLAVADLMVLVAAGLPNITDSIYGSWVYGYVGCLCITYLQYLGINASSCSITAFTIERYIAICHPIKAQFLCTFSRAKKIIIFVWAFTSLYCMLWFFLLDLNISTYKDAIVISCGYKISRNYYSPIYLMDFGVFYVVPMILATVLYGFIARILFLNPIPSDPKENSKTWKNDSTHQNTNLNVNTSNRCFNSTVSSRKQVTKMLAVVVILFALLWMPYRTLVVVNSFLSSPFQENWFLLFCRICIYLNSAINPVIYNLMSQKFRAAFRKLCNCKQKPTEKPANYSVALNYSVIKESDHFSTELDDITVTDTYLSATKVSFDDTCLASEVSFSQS
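Agonist-mode FDSS calcium read (Ex 480/Em 530, 1 s cycles) in 1536-well TRHR cells with fluo-8 dye, after 10-cycle baseline and 23 nL compound addition; TRH at EC20 (10 nM final) added afterwards for the enhancer phase.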
Apoferritin bind: binds horse apoferritin like a general anesthetic; P02791; apoferritin/1-aminoanthracene competitive binding, fluorescence; Potency, µM (top dose mostly 77.5 µM), inactives show at the top dose activity change, negative = displacement, usual class: inhibitors; actives 0.074% (n = 350,000); AID 485281; note: potency is the fitted concentration of half-maximal effect; % is set by controls: 0 for no effect and ±100 for the full control effect; nearly all actives have a fitted effect of over 20% in size
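10 uM apoferritin + 50% sat. 1-AMA, PBS; cpd 10 min RT; Ex380/Em535 endpoint; normalized to free probe vs complex; 4-param Hill fit; propofol titration as pos. ctrl.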
ALOX12 inh: inhibitors of human 12S-lipoxygenase ALOX12. purified 12hLO, xylenol orange hydroperoxide absorbance. P18054. Potency, µM (titrated, usually from 108 µM), for the others: top-dose activity change, negative = inhibition, hits mostly inhibitors. AID 1671190. actives 1.1% (n = 580,000); note: potency is the fitted concentration of half-maximal effect; % is set by controls: 0 for no effect and ±100 for the full control effect
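Purified human 12hLO (150 nM final) in 25 mM Hepes, 0.01% Triton X-100, pH 7.0 was preincubated 15 min at room temperature with compound. Then 40 uM arachidonic acid was added, 30 min. Hydroperoxide was read by Fe-XO absorbance ratio 573/405 nm.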
POLI inh: DNA polymerase iota (human) inhibition; Q9UNA4; AID 588590; Pol iota fluorescent replication assay, 10 min; Potency, µM (highest dose often 115 µM), inactives show at the highest dose activity, negative = inhibition, actives largely listed as inhibitors; actives 1% (n = 390,000); note: potency is the fitted concentration of half-maximal effect
Target sequence (Q9UNA4 whole entry, looked up): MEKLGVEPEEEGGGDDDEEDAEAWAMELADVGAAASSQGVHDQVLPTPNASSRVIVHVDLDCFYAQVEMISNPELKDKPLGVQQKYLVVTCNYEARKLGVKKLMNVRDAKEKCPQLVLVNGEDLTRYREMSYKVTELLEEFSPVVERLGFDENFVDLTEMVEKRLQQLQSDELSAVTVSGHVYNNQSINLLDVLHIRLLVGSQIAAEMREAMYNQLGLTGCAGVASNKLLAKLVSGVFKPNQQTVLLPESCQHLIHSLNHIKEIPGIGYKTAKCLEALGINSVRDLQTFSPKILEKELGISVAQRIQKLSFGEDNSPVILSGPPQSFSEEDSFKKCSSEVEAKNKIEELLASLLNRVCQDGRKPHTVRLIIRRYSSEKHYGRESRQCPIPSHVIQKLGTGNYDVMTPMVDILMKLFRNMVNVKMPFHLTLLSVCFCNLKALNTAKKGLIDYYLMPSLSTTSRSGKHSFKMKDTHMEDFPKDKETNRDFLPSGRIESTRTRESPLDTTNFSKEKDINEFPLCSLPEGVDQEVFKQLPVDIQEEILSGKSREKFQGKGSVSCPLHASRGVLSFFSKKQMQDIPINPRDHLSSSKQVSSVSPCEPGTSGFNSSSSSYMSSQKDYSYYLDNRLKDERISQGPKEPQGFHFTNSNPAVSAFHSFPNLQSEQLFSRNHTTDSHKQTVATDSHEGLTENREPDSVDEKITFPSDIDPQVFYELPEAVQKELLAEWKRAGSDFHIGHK
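Pol iota at 10 nM preincubated 15 min with compounds at room temperature; reaction started with fluorescent substrate, 50 nM final. Fluorescence read kinetically at 0 and 10 min; buffer-only wells as negative control.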
APEX1 inh: inhibitors of human APE1 endonuclease; P27695; recombinant APE1, TAMRA/BHQ-2 abasic DNA cleavage fluorescence; Potency, µM (top dose mostly 65.8 µM), for inactives: at the highest dose activity change, negative = inhibition, actives largely listed as inhibitors; actives 0.35% (n = 350,000); AID 2517;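 note: potency is the fitted concentration of half-maximal effect; plate controls were vehicle for no effect and reference inhibitor for full effect; nearly all actives have a fitted effect of over 55% in size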
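Compound pre-exposure to 0.75 nM APE1, 15 min at ambient temperature. Reaction initiated with 50 nM TAMRA/BHQ-2 THF substrate, read immediately in kinetic mode, 525 nm excitation, 598 nm emission.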
ERG Ets-DNA blk: inhibitors of human ERG Ets domain-DNA interaction. fluorescence polarization, His-ERG Ets domain / labelled DNA. Potency, µM (series often up to 76.9 µM), for the others: at the top dose FP activity, negative = inhibition, usual class: inhibitors. actives 0.028% (n = 370,000); active = well fitted inhibition curve with a large enough effect in the polarisation, with a control signal flat; inconclusive = small, poorly fitted or top-dose-only effect, or effect the other way, or a change in a side signal; inactive = no such curve, though single readings can be large or run the other way; the % refers to the polarisation;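 note: polarization taken with two DNA probes labelled with fluorescein and Texas red; potency is the fitted concentration of half-maximal effect; % of control where 0% means no effect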
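His-tagged ERG Ets domain (1 uM in the protein solution; 300mM KCl, 50mM Tris-HCl, 1mM EDTA, 1mM DTT, pH 7.5) received compound, then a probe mix of 5 nM fluorescein-DNA and 100nM Texas-615-DNA. Fluorescence polarization was read for both dyes.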
POLK inh: DNA polymerase kappa (human) inhibition; Potency, µM (top dose mostly 107 µM), inactives show top-dose activity, negative = inhibition, usual class: inhibitors; actives 0.53% (n = 400,000); purified Pol kappa, fluorescent DNA synthesis assay, 10 min; note: potency is the fitted concentration of half-maximal effect; % is set by controls: 0 for no effect and ±100 for the full control effect
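Activity was followed as the change in fluorescence between reads at 0 and 10 min after starting the reaction with 50 nM substrate. Beforehand, 10 nM polymerase had been preincubated with compound for 15 min at room temperature.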
POLB inh: blocks human DNA polymerase beta activity; P06746; Pol beta primer extension/strand displacement, fluorescence kinetic; Potency, µM (doses to about 114 µM), without a hit: at the highest dose activity change, negative = inhibition, hits mostly inhibitors; actives 1.3% (n = 340,000); note: potency is the fitted concentration of half-maximal effect; % is set by controls: 0 for no effect and ±100 for the full control effect
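Homogeneous kinetic assay of primer extension and strand displacement by 10 nM Pol beta, preincubated 15 min at room temperature with compound before 50 nM substrate (final) was added. Read at 0 and 10 min; four-parameter Hill fit.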
BLM inh: blocks DNA unwinding by human BLM helicase. actives 0.2% (n = 350,000). recombinant BLM DNA unwinding, fluorescence dequenching. P54132. Potency, µM (doses to about 56.1 µM), inactives show at the highest dose activity change, negative = inhibition, hits mostly inhibitors. AID 2528;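 note: potency is the fitted concentration of half-maximal effect; plate controls were vehicle for no effect and no enzyme for full effect; nearly all actives have a fitted effect of over 35% in size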
An asterisk follows results filed as active; ? = inconclusive; / = no result given; & = joins results of further samples; [ ] = remark or other dose. Unless noted, calls come from the whole dose curve; as a rule, active = well fitted curve in the direction sought with a large enough effect; inconclusive = small, poorly fitted or top-dose-only effect, or another doubt; inactive = no such curve, though single readings can be large; an effect the other way counts as inactive or inconclusive. These rows are one share of the data; count on the stated rates, not on these rows.

Structure	Apoferritin bind	ALOX12 inh	APEX1 inh	POLB inh	POLK inh	BLM inh	POLI inh	TRHR ag	ERG Ets-DNA blk
Cc1ccc(C(=O)NCCS(=O)(=O)N2CCN(c3ccccc3F)CC2)cc1[N+](=O)[O-]	?	-28.4%	-14.5%	11.5%	-10.0%	-7.4%	22.3%	0.0	-8.3%
Cc1[nH]c(=O)[nH]c(=O)c1S(=O)(=O)N1CCCC(C(=O)N2CCN(c3ccccc3Cl)CC2)C1 (stereo not drawn)	-14.4%	/	4.5%	-10.2%	-6.7%	0.4%	5.9%	-0.4	-1.6%
CC(NC(=O)CN(C)Cc1cccs1)c1ccccc1 (stereo not drawn)	-8.5%	8.2%&-3.9%	-5.0%	19.8%	5.9%	-1.5%	25.9%	-0.2	-6.4%
C[C@H](CO)N1C[C@H](C)[C@@H](CN(C)Cc2ccc(C(=O)O)cc2)Oc2c(NS(=O)(=O)c3ccc(F)cc3)cccc2C1=O	/	-23.5%	21.1%	/	6.4%	/	33.7%[activator]	/	10.6%
CN(Cc1ccccc1)c1nc2c(c(=O)n(C)c(=O)n2C)n1CCCc1ccccc1	-4.0%	0.0%	-4.5%	18.6%	-9.7%	-4.7%	-2.7%	0.3	-2.8%
O=C(NC1CCCCC1)C1CCCN1S(=O)(=O)c1ccc(Cl)cc1 (stereo not drawn)	-0.7%	-6.7%	64.4%[activator]	-15.6%	-5.7%	0.9%	90.0%[activator]	0.2	3.9%
O=C(COC(=O)c1cccs1)Nc1cccc(S(=O)(=O)N2CCOCC2)c1	4.1%	-6.7%	-1.3%	0.0%	-7.5%	1.4%	?	-0.7	1.6%
COc1cccc(-c2c(C(=O)N/N=C(\C)COc3ccccc3)nnn2-c2nonc2N)c1	0.9%	12.3%	-14.4%	9.4%	-4.8%	-8.4%	-15.4%	0.5	1.0%
COCC(=O)Nc1nnc(CCc2ccccc2)s1	?	9.5%	23.2%	40.6%	-1.7%	2.3%	12.1%	0.9	-1.6%
Cc1cc(Cl)ccc1OC(C)C(=O)Nc1ccc(S(=O)(=O)Nc2cnc3ccccc3n2)cc1 (stereo not drawn)	-17.6%	?	-1.9%	-18.6%	0.2%	-25.0%	-15.2%	0.0	2.0%
COc1ccc(S(=O)(=O)NCC(=O)N(CC(=O)NCC2CCCO2)Cc2ccc(F)cc2)cc1 (stereo not drawn)	0.2%	-8.3%	6.6%[12.4 µM]	10.5%	-6.0%	1.2%	1.7%	0.2	-1.6%
COCCN1Cc2cccc(C(=O)Nc3ccc(C(=O)OC)cc3)c2C1=O	-1.3%	-7.4%&-0.7%	/	10.4%	-4.6%	2.5%	14.0%	1.3	-11.3%
CN1CCN(C(=S)Nc2cccc(C(F)(F)F)c2)CC1	-12.4%	2.2%	3.3%	3.1%	5.3%	4.0%	7.7%	0.2	-6.7%
CC1CCN(C(=O)C(Cc2ccccc2)n2cccc2)CC1 (stereo not drawn)	-23.9%	40.7%[activator]	-1.9%	-25.6%	-13.7%	0.1%	-4.4%	0.4	-6.1%
Cc1cc(C)c(C#N)c(OCc2ccc(Cl)nc2)n1	-11.3%	0.0%	-18.6%	?	5.1%	-0.8%	73.8%[activator]	-0.8	6.0%
O=C(O)c1cc2n(n1)C(C(F)(F)F)CC(C1CC1)N2 (stereo not drawn)	-8.9%	-7.2%	5.5%	-1.4%	3.0%	-1.0%	55.1%[activator]	0.4	3.4%
CCOC(=O)CNC(=O)Cn1cnc2c(nnn2-c2cccc(Cl)c2)c1=O	-8.2%	24.2%	1.8%	?	1.3%	-4.0%	-5.7%	-1.0	-0.8%
CCOc1ccc(S(=O)(=O)N(CC(N)=O)c2ccc(C)cc2)cc1	-8.9%	0.0%[57.4 µM]	-1.3%	-13.9%	5.5%	1.0%	17.3%	0.6	-7.6%
O=C(NCCCc1ccccc1)C1CCC(=O)N(CCc2ccc(Cl)cc2)C1 (stereo not drawn)	-9.5%	14.0%	-2.6%	18.2%	-8.8%	-3.7%	14.0%	-1.0	-5.4%
COc1cccc(/C=C2\SC(=O)N(CCC(=O)NCCCn3ccnc3)C2=O)c1	-6.1%	-0.2%	33.8%[activator]	15.3%	-4.9%	-0.3%	8.4%	-0.9	8.9%
Cc1nc2sccn2c(=O)c1CCN1CCC(=C(c2ccccc2)c2ccc(F)cc2)CC1	-19.4%	-129.3%	0.1%&-5.9%	-3.3%	-15.2%[60.1 µM]	-9.9%&-4.2%	/	0.3	/
CCOc1ccc(-c2cn(-c3ccccc3OC)c(=S)[nH]2)cc1	-20.3%	?	59.8%[activator]	-1.7%	2.7%	-3.5%	19.0%	-0.2	16.9%
CC[C@@H]1C(=O)[C@H](Cc2ccccc2)[C@H]2CCCC(=O)N3CC[C@@H]1[C@@H]23	/	?	/	/	1.8%&-0.8%	/	18.4%&14.3%	/	-3.8%
COC(=O)c1ccc[n+](CC(=O)Nc2ccc(OC(F)F)cc2)c1	-3.0%	?	3.9%	-0.7%	-0.7%	-0.2%	100.5%[activator]	1.5	-2.6%
CCO[C@H]1OC(C(N)=O)=C[C@@H](C)[C@@H]1CCCO	1.4%	-0.4%	-2.9%	0.9%	0.6%	-2.8%	6.7%	0.6	-9.3%
O=C(c1ccc(CS(=O)Cc2ccccc2Cl)o1)N1CCN(c2ccccn2)CC1 (stereo not drawn)	4.1%	-4.3%	-12.6%	21.2%	13.3%	-0.3%	34.6%[activator]	-0.1	-5.5%
COc1ccc(COC(=O)c2ccc(C)c(S(=O)(=O)N3CCOCC3)c2)cc1F	/	-1.6%	-21.9%	/	-10.6%	/	-2.7%	1.6	3.3%
CC12CCC(C(=Nc3ccc(N=C4C(=O)C5(C)CCC4C5(C)C)cc3)C1=O)C2(C)C	-3.4%	/	-4.5%	2.4%	5.1%	0.3%	23.0%	-0.3	-6.4%
OCCN(Cc1ccccc1)Cc1nc(CC2CC2)no1	-9.1%	-4.2%	-0.8%	19.8%	3.9%	-4.3%	17.9%	-0.2	-1.5%
O=C(CCc1nnc(Cc2cccc(C(F)(F)F)c2)o1)NCC(F)(F)F	-11.2%	-1.8%	26.7%	20.0%	-5.8%	-2.4%	74.9%[activator]	-0.6	-13.0%
Cc1nc(SCC(=O)c2cccs2)c2oc3ccccc3c2n1	?	0.0%	7.1%	23.7%	-0.5%	-1.0%	-6.3%	1.5	8.8%
COc1ccc(CC(=O)Nc2ccc(F)c(S(=O)(=O)N3CCOCC3)c2)cc1	/	39.3%[activator]	/	/	5.2%	/	34.5%[activator]	/	-2.7%
CCOC(=O)C1CCCN(C(=O)CS(=O)(=O)Cc2ccccc2)C1 (stereo not drawn)	-3.8%	-21.6%	-1.8%	-17.5%	-3.5%	-3.4%	-4.8%	-0.3	-15.6%
O=C(CSc1nnc(-c2cccnc2)n1Cc1ccco1)c1ccccc1	-22.6%	2.8%	-4.5%	9.7%	-11.2%	-1.9%	14.8%	0.6	-2.9%
CCn1c(SCc2nc3ccccc3[nH]2)nnc1-c1ccncc1	3.3%	24.9%	1.0%	24.9%	-8.5%	-0.1%	-18.2%	0.4	/
Cc1c(C)c2ccc(OCC(=O)N[C@@H](Cc3c[nH]c4ccccc34)C(=O)O)cc2oc1=O	-7.1%	-18.0%	40.5%	8.3%	-3.8%	2.4%	4.6%	0.3	-13.9%
Cc1ccc(Nc2ncnc3c2nc2n3CCCC2)cc1F	5.3%	?	/	11.4%	-7.8%	-1.1%	4.9%	0.0	3.3%
CC(C)(Oc1ccc(Cl)cc1)C(=O)NCc1ccc(S(N)(=O)=O)cc1	-3.6%	-26.0%	?	?	?	1.6%	-18.2%	-0.1	-3.8%
CC(=O)c1sc(NC(=O)c2ccccc2C)nc1C	3.1%	7.3%	-5.2%	-1.8%	-5.5%	-9.9%	15.5%	-1.5	3.6%
CCn1c(=O)c2sccc2n2c(CCCC(=O)N3CCN(c4cc(C)ccc4C)CC3)nnc12	-1.3%	0.0%	/	13.7%	2.8%	-7.6%	29.3%	-0.1	2.0%

Rewritten with values under each structure: entries from further up
Second line of a record: Apoferritin bind	ALOX12 inh	APEX1 inh	POLB inh	POLK inh	BLM inh	POLI inh	TRHR ag	ERG Ets-DNA blk
O=C(CSc1nnc(-c2cccnc2)n1Cc1ccco1)c1ccccc1
  -22.6%	2.8%	-4.5%	9.7%	-11.2%	-1.9%	14.8%	0.6	-2.9%
OCCN(Cc1ccccc1)Cc1nc(CC2CC2)no1
  -9.1%	-4.2%	-0.8%	19.8%	3.9%	-4.3%	17.9%	-0.2	-1.5%

The results go on:
Structure	Apoferritin bind	ALOX12 inh	APEX1 inh	POLB inh	POLK inh	BLM inh	POLI inh	TRHR ag	ERG Ets-DNA blk
COCCCNC(=S)N1CCC(C(=O)c2ccc(Cl)cc2)CC1	-4.6%	0.0%	3.8%	-3.6%	-12.5%	-3.4%	?	-0.5	2.4%
CCc1cc(OCCN2C(=O)NC(C)(C)C2=O)ccc1Cl	?	-4.6%	3.4%	2.9%	-5.7%	-6.6%	20.8%	-0.1	-15.1%
O=C(Nc1ccc(Cl)c(Cl)c1)OCCNC(=O)c1cccc(Cl)c1	-19.6%	?	-4.4%	0.7%	-8.9%	-9.5%	1.3%	0.3	-14.1%
NC(=O)C1=C[C@@H](c2ccc(Br)cc2)C[C@@H](OCc2ccc(CO)cc2)O1	-6.9%	0.0%	1.4%	1.1%	-0.1%	-6.1%	9.8%	-0.5	-5.9%
COc1ccc(NC(=O)CCc2nnc3n(Cc4ccc(C)cc4)c(=O)c4ccccc4n23)cc1	-2.3%	?	/	6.5%	-12.8%	-18.6%	0.3%	-0.1	-3.0%
CNS(=O)(=O)c1cn(CC(=O)N2CCN(c3cc(C)ccc3C)CC2)cc1S(=O)(=O)NC	-3.9%	-24.4%	/	0.1%	-1.6%	0.2%	6.0%	0.2	1.1%
